D1 antagonist – human D1 dopamine receptor antagonism | P21728 | HEK293 TREx D1 cells, calcium flux, dopamine EC80; stronger effect = lower value | activity change, negative = inhibition, % at 10 µM | 360,000 tested, 3.2% active | AID 504652; in the data active = activity change below about -30%; note: % is set by controls: 0 for no effect and ±100 for the full control effect
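Using tetracycline-induced force-coupled D1 Hek293 cells and a calcium dye, signals were followed for 180 s after compound, then for 180 s after EC80 dopamine, to detect inhibitors.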
D1 potentiator – enhances dopamine response at the human D1 receptor; HEK293 TREx D1 cells, calcium flux, dopamine EC20 potentiation; 360,000 tested, 0.036% active; P21728; potentiation, % at 10 µM; in the data active = potentiation above about 30%; note: 0% is about no effect
Vif-A3F inh – inhibitors of Vif-A3F interaction | 390,000 tested, 0.2% active | AID 602313 | HeLa A3F-eYFP + Vif (tagged APOBEC3F with the HIV-1 protein that degrades it), YFP fluorescence increase | Potency, µM (series often up to 46.1 µM), for inactives: at the top dose activity, negative = active; note: potency is the fitted concentration of half-maximal effect; % of control where 0% means no effect; nearly all actives have a fitted effect of over 65% in size
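Fluorescence increase (Ex 488/Em 500-530) after overnight compound treatment at 37 deg C flags inhibition of Vif-driven A3F-eYFP loss in stable HeLa A3F-eYFP/Vif cells seeded overnight beforehand.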
Vif-APOBEC3G blk – blocks the Vif interaction with human APOBEC3G. Q9HC16. HeLa A3G-eYFP + Vif (tagged APOBEC3G with the HIV-1 protein that degrades it), YFP fluorescence, overnight. Potency, µM (titrated, usually from 46.1 µM), without a hit: at the highest dose activity, negative = active, actives largely listed as inhibitors. 410,000 tested, 0.076% active. AID 602310;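 note: potency is the fitted concentration of half-maximal effect; % is set by controls: 0 for no effect and ±100 for the full control effect; nearly all actives have a fitted effect of over 60% in size; hits raise eYFP signal because A3G escapes Vif-driven loss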
Target sequence (Q9HC16 whole entry, looked up): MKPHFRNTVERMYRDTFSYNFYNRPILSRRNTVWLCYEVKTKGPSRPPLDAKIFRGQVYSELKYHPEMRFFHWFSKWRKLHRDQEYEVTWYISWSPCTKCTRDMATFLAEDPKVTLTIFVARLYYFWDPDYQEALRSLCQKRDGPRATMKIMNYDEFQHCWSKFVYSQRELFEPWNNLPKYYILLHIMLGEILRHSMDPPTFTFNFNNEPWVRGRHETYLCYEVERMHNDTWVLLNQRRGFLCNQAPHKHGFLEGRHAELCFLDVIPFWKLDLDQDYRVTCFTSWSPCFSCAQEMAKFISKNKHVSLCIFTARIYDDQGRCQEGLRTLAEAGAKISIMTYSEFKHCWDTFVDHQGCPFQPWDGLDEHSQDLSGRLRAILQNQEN
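HeLa cells stably expressing Vif and C-terminally eYFP-tagged A3G, seeded overnight at 37 deg C, then exposed to compound by pintool overnight at 37 deg C. Rise in yellow fluorescence (Ex 488/Em 500-530, Acumen) marks blocked Vif-driven A3G degradation.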
GRP78 ERSR act – induces the endoplasmic reticulum stress response in human glioma cells; U87-MG GRP78 promoter luciferase reporter, 16 h; Potency, µM, without a hit: at the highest dose activation, hits mostly activators; 420,000 tested, 0.02% active; AID 602332; note: potency is the fitted concentration of half-maximal effect; series mostly up to about 76 µM; % of control where 0% means no effect; nearly all actives have a fitted effect of over 35% in size
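Stably transfected U87-MG glioma cells carrying a GRP78-based luciferase sensor; 16 h compound incubation. Luminescence end-point read 10 min after Bright-Glo addition at room temperature.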
RXFP1 antagonist – antagonists of human relaxin receptor RXFP1; 350,000 tested, 0.59% active; AID 1259400; HEK293-RXFP1, relaxin-stimulated cAMP HTRF, 30 min; stronger effect = lower value; Q9HBX9; activity change, negative = inhibition, % at 57.5 µM;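 active = activity change of -60% or lower, but not beyond a set lower limit; inconclusive = change between -60% and -40%, or beyond the set limit; inactive = change above -40%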; note: % is set by controls: 0 for no effect and ±100 for the full control effect
D2 potentiator – positive allosteric modulators of human D2 dopamine receptor. HEK293 T-REx D2, calcium flux, EC20 dopamine potentiation. 340,000 tested, 0.34% active. potentiation, % at 10 µM;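 active = potentiation over 3 SD above the plate norm, cut at about 30% in these data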; note: 0% is about no effect
Target sequence (P14416 whole entry, looked up): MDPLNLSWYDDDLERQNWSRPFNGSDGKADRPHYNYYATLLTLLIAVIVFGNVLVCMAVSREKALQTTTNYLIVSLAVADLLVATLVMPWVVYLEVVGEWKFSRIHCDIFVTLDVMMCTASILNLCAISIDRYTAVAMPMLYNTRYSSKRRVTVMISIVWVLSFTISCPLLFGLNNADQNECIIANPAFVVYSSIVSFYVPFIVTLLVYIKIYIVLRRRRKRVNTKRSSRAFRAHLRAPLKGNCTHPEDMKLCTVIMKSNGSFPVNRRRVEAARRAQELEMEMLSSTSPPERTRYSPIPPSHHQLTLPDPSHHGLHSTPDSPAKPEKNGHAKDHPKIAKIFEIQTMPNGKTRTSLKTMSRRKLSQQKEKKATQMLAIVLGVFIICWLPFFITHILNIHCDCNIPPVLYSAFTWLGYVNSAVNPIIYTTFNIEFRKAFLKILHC
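Cells plated with tetracycline inducer and held overnight at 30 C; calcium dye loaded 30–90 min at room temperature; baseline taken, compound added and read 180 s; EC20 dopamine then added and read 180 s.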
D1 ag – agonists of human D1 dopamine receptor. activation, % at 2 µM. 360,000 tested, 1% active. HEK293 T-REx D1 cells, calcium flux, agonist mode. P21728. AID 504660; in the data active = activation above about 30%; note: 0% is about no effect
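Tetracycline-induced HEK293 TREx D1 cells, force-coupled to calcium signalling, were dye-loaded with a no-wash calcium kit. Compound was pin-added after a 10 s baseline. Fluorescence was read kinetically at 1 cycle/s for 180 s, with calcium rises flagged as agonism.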
RXFP1 agonist – agonists of human relaxin receptor RXFP1 | HEK293T-RXFP1 cAMP TR-FRET, 30 min; response scale: percent of porcine relaxin response, buffer zero | Potency, µM (series often up to 57.5 µM), for the others: top-dose activation, hits mostly activators | 370,000 tested, 0.3% active | AID 2676; note: potency is the fitted concentration of half-maximal effect; % is set by controls: 0 for no effect and ±100 for the full control effect; nearly all actives have a fitted effect of over 60% in size; many of its hits are not listed in these tables
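HEK293T cells stably expressing RXFP1 were pretreated with the PDE4 inhibitor Ro 20174, exposed to compounds for 30 min at 37C, lysed, and cAMP was read by TR-FRET. Data normalized to buffer (basal) and 29 nM porcine relaxin (100%).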
* marks the source's active call; other numbers are inactive results; ? = inconclusive; · = no result given; & = joins results of further samples. Unless noted, calls come from the whole dose curve; as a rule, active = well fitted curve in the direction sought with a large enough effect; inconclusive = small, poorly fitted or top-dose-only effect, or another doubt; inactive = no such curve, though single readings can be large; an effect the other way counts as inactive or inconclusive. This is a subset; rates above refer to the full screens.

SMILES | D1 antagonist | D1 potentiator | Vif-A3F inh | Vif-APOBEC3G blk | GRP78 ERSR act | RXFP1 antagonist | D2 potentiator | D1 ag | RXFP1 agonist
O=C(CCC(=O)NC1CCCCCC1)Nc1nnc(C(F)(F)F)s1 | · | 1 | -3% | -1% | -4% | -5 | -4 | 1 | 1.2%
COc1cccc2cc(C(=O)C3=C(O)C(=O)N(CCN4CCOCC4)C3c3cccc(Cl)c3)oc12 (stereo not drawn) | -29 | -8 | -14% | -4% | -1% | 6 | 4 | 2 | 5.2%
O/N=C(/c1ccc(F)cc1)C1CC1c1c(F)cccc1Cl (stereo not drawn) | 0 | 14 | -25% | -19% | -7% | -22 | 0 | 0 | 1.7%
CCOC(=O)c1ccc(NC(=O)C(CC)Sc2nncn3c2cc2oc(C)cc23)cc1 (stereo not drawn) | -3 | 5 | -9% | -5% | -3% | -79* | -3 | 1 | 14%
CSCCC(NC(=O)OCc1ccccc1)C(=O)NCc1cccnc1 (stereo not drawn) | -7 | -9 | 4% | -6% | 2% | -1 | 0 | 0 | -0.1%
COC(=O)c1cc2occc2n1Cc1nc(-c2ccc(Cl)cc2)oc1C | -4&0 | -1&-5 | -10%&0% | -1%&0% | -2%&-3% | 2 | 4&-8 | 3&-2 | 1.0%&3.7%
O=C(NC1CCCCCC1)C1CC(=O)N(Cc2ccccc2)C1 (stereo not drawn) | 6 | 1 | · | 1% | 0% | -21 | -3 | 0 | 1.9%
Cc1cccc(NC(=O)COC(=O)c2c(-c3ccccc3)noc2C)c1 | · | · | 0% | -3% | -3% | 7 | · | · | ·
CC1CCN(C(=O)c2ccc([N+](=O)[O-])o2)CC1 | -9 | 1 | -24% | -7% | -3% | -10 | 4 | 1 | -0.2%
Cn1c(=O)c2c(nc(CN3CCN(c4ccccc4)CC3)n2Cc2c(F)cccc2Cl)n(C)c1=O | -8 | 0 | 0% | -1% | 0% | -1 | -11 | -1 | 5.4%
CCOC(=O)C1=C(N)n2c(s/c(=C\c3cccnc3)c2=O)=C(C(=O)OCC)C1c1cccnc1 (stereo not drawn) | 11 | 6 | · | · | · | · | 10 | 1 | 1.7%
COc1cc(O)c(C(CC(=O)N2CCCC(C)C2)c2cc(OC)c(OC)c(OC)c2)c(OC)c1 (stereo not drawn) | 36 | -3 | 6% | -2%&-2% | -1%&-3% | · | -1 | 4 | 0.0%
CCOC(=O)c1ccc(Oc2ccc(C(F)(F)F)cn2)cc1 | -5 | 0 | -16% | 0% | 5% | -8 | -1 | 1 | 0.8%
CC(C)N(CCCNC(=O)C1CCC(CNS(=O)(=O)c2ccccc2)CC1)Cc1ccccc1 (stereo not drawn) | 1 | 4 | -16% | 1% | -4% | 13 | 13 | 5 | 0.2%
Cc1ccnc(N2CCC(C(=O)Nc3cccc(C(F)(F)F)c3)CC2)n1 | -16 | 1 | 1% | 0% | 1% | -2 | · | 16 | -1.3%
COc1ccc(NC(=O)COC(=O)CCSc2ccccc2)cc1OC | · | · | 1% | 6% | 1% | 5 | · | · | ·
CCc1ccc(CNC(=O)CN2C(=O)CSc3c2c(C)nn3-c2ccccc2)cc1 | 9 | -2 | 1% | 6% | -3% | · | -1 | 1 | -0.6%
O=C(Nc1ccncc1)c1ccc(Cl)c([N+](=O)[O-])c1 | 5 | -6 | 10% | -8% | -3% | -6 | -21 | 4 | -2.7%
O=C(COc1ccccc1)NNC(=O)c1cc2ccccc2o1 | 15 | -2 | 1% | 0% | -4% | 1 | 4 | -1 | 1.3%
Cc1ccc(Cn2c(SCC(=O)NCC3CCCO3)nc3ccsc3c2=O)cc1 (stereo not drawn) | 28 | 2 | 0% | 1% | 4% | -13 | 15 | 0 | 1.4%
Cc1ccc(-c2csc3ncnc(N4CCN(S(=O)(=O)c5ccc(C#N)cc5)CC4)c23)cc1 | · | · | -2% | -8% | -3% | 0 | · | · | ·
Cc1ccc(N2C(=O)CC(C)CC2=O)cc1 | -5 | 10 | -16% | 1% | 1% | 10 | 9 | 3 | 0.0%
O=C(NCc1ccccc1)C1CC(=O)N(c2ccc(OCC(=O)N3CCOCC3)cc2)C1 (stereo not drawn) | -6 | 8 | -2% | 1% | -4% | 12 | -10 | 1 | 3.2%
CN(C)S(=O)(=O)c1ccc(C(=O)OCC(=O)Nc2cccnc2Cl)cc1 | -33* | 3 | 7% | -2% | -3% | 20 | 3 | 8 | 14µM*
CCC(C)[C@@H](C(=O)Nc1ccc(OC)c(OC)c1)N1Cc2ccccc2C1=O (stereo partly drawn) | 2 | · | -3% | -14% | -2% | · | 6 | 1 | 1.6%

(list continues)
SMILES | D1 antagonist | D1 potentiator | Vif-A3F inh | Vif-APOBEC3G blk | GRP78 ERSR act | RXFP1 antagonist | D2 potentiator | D1 ag | RXFP1 agonist
CC1CCCCN1S(=O)(=O)c1ccc(N(C(=O)c2cnccn2)C(C(=O)NC2CCCC2)c2cccs2)cc1 (stereo not drawn) | 11 | -3 | -7% | 2% | -3% | 13 | -3 | -2 | 2.9%
N/C(=N\S(=O)(=O)c1cc(C(F)(F)F)cc(C(F)(F)F)c1)c1ccncc1 | -1 | 1 | -5% | -2% | 0% | -2 | 17 | 4 | 2.1%
O=C(CCS(=O)(=O)c1ccc(Cl)cc1)Nc1ccc(N2CCOCC2)cc1 | -1 | -7 | 0% | 0% | -2% | -7 | 5 | 11 | 3.2%
COc1cccc(CNC(=O)c2n[nH]c3ccccc23)c1 | 2 | -4 | 16% | 13% | -1% | 12 | -8 | 4 | 0.2%
Cc1cc(N=CC2=C(O)CCCC2=O)no1 | -8 | -6 | 8% | -2% | -3% | -9 | -4 | 3 | 0.4%
O=C1CN(S(=O)(=O)c2ccc(Cl)cc2)CC(=O)N1CCc1ccccc1 | -7 | -6 | 9% | 0% | -3% | 9 | 3 | 5 | 1.5%
COc1ccccc1C=CC(=O)C=Cc1ccccc1OC | · | · | ? | ? | -4% | -10 | · | · | ·
Cc1ccc(S(=O)(=O)N2CCCCC2)cc1C(=O)NCc1ccccn1 | 14 | 3 | -7% | -5% | -5% | 4 | -2 | -3 | 0.6%
O=C(Nc1ncc(Cc2ccccc2)s1)C1CCCO1 (stereo not drawn) | -12 | -1 | 1% | -3% | -8% | · | 7 | 3 | 0.2%
CC1CCN(S(=O)(=O)c2ccc3c(c2)c(=O)c(C(=O)N2CCOCC2)cn3C)CC1 | 7 | 1 | -7% | 2% | -2% | 9 | -2 | 2 | 21%
O=S(=O)(c1ccc(Cl)c(NC(=S)Nc2cccc(O)c2)c1)N1CCOCC1 | -5 | -7 | -7% | 0% | 5% | 1 | 2 | -1 | 0.3%
COc1cccc(CNC(=O)c2cccc(S(=O)(=O)N3CCN(C)CC3)c2)c1 | 7 | -4 | 9% | 1% | -6% | -18 | -3 | 2 | -0.8%
Fc1ccc(C2=NNC(=NCc3ccccc3)SC2)cc1F | -40* | -9 | ? | -11% | 10% | -22 | -3 | 0 | -2.5%
COc1ccccc1NS(=O)(=O)c1cc(C(=O)NCC2CCCO2)ccc1C (stereo not drawn) | 21 | -4 | 3% | 2% | -4% | -8 | 3 | -1 | 0.6%
O=C(CCCC(=O)N(c1cccc(F)c1)C(C(=O)NC1CCCC1)c1ccc(O)cc1)Nc1ccccn1 (stereo not drawn) | 15 | -9 | 0% | -3% | 1% | -11 | 5 | 5 | 2.3%
COc1ccc(/C=N\NS(=O)(=O)c2ccc(Br)cc2)cc1COc1ccccc1[N+](=O)[O-] | 19 | -7 | -1% | 0% | 1% | -5 | -1 | 2 | 0.6%
CC1CCN(c2ccc([N+](=O)[O-])cc2C(N)=O)CC1 | -7 | -6 | 5% | 0% | -4% | -6 | 2 | 11 | 1.8%
CCS(=O)(=O)c1ccc2c(c1)N(S(C)(=O)=O)CC(C(=O)NC1CC1)O2 (stereo not drawn) | 11 | 6 | -2% | -1% | -3% | 7 | 9 | 2 | 1.9%
CC(C)c1ccc(NC(=O)CCNS(=O)(=O)c2cccc3nsnc23)cc1 | -11&-19 | 0&-4 | 4%&3% | 1%&1% | -2%&-4% | 13 | -8&8 | 3&-1 | 0.6%&-0.4%
COc1ccc(N(Cc2cc3ccc(C)cc3[nH]c2=O)S(=O)(=O)c2ccccc2)cc1 | 9 | -2 | -4% | -21% | -7% | · | 1 | 3 | -0.1%
C=CCn1nnnc1SCC(=O)Nc1cccc(OC)c1 | 1 | 2 | 5% | -1% | -3% | 5 | -7 | 3 | 1.4%
CN(Cc1ccccc1)C(=O)c1ccccc1NC(=O)C1=CSCCO1 | -13 | 2 | 0% | 1% | -2% | 4 | 10 | 1 | -1.4%
CCCC(=O)N1CCN(Cc2nc3cc([N+](=O)[O-])ccc3n2C)CC1 | 0 | -3 | 7% | -1% | 0% | 1 | 1 | 1 | 0.7%
COc1ccc(CCC(C)Nc2ccc(F)c(F)c2)cc1 (stereo not drawn) | 9 | -11 | -18% | -9% | -1% | -5 | 8 | 1 | -0.5%
COC(=O)c1cc(F)c(-n2cncn2)c(F)c1 | · | · | -9% | 2% | -5% | -4 | · | · | 1.4%
CCC(CC)NC(=O)CSc1nnc(-c2ccc(OC)cc2)n1C(C)C | 5 | 4 | 4% | 0% | -3% | 5 | 8 | -1 | 1.7%
Cc1ccc(-c2cc(C(=O)NC3=NCCS3)c3ccccc3n2)cc1C | -5 | 4 | 1% | -25% | 0% | -11 | 0 | 2 | 0.0%
COc1cc(C(=O)NCc2ccncc2)cc(OC)c1OC | 1 | 2 | -19% | -2% | -6% | 9 | -8 | 2 | -0.8%
O=C(NCC(c1ccco1)N1CCCC1)c1cn(Cc2ccccc2)nc1-c1ccccc1 (stereo not drawn) | 0 | · | 4% | -3% | -4% | -13 | -5 | 9 | -0.7%

Results in D1 ag, GRP78 ERSR act and RXFP1 agonist (three entries from above):
structure	D1 ag	GRP78 ERSR act	RXFP1 agonist
CN(Cc1ccccc1)C(=O)c1ccccc1NC(=O)C1=CSCCO1	1	-2%	-1.4%
CCCC(=O)N1CCN(Cc2nc3cc([N+](=O)[O-])ccc3n2C)CC1	1	0%	0.7%
COc1ccc(CCC(C)Nc2ccc(F)c(F)c2)cc1 (stereo not drawn)	1	-1%	-0.5%

Screening results as filed in PubChem.
